Assay outcomes (PubChem BioAssay)
U2OS ROS induce – raises reactive oxygen species in U2OS cancer cells; hit rate 2% among 46,000; U2OS ROS induction, H2DCF-DA fluorescence; AID 624156; ROS induction (% of piperlongumine), % at 10 µM; in the data active = ROS induction above about 79%, passing the limit was not always enough; inconclusive = no clear call, values can overlap the other calls;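 also: 0% = DMSO vehicle median and 100% = reference compound median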
* marks the source's active call; other numbers are inactive results; ? = inconclusive. This is a subset; rates above refer to the full screens.

SMILES	U2OS ROS induce
COc1ccccc1S(=O)(=O)N(C)C[C@@H]1OCc2cnnn2CCCC(=O)N([C@H](C)CO)C[C@H]1C	54.2
C[C@H](CO)N1C[C@H](C)[C@H](CN(C)C(=O)NC2CCCCC2)Oc2c(NS(=O)(=O)c3ccc(Cl)cc3)cccc2C1=O	14.7
O=C(NCc1ccco1)c1cccc(S(=O)(=O)N2CCCCCC2)c1	0.9
COc1ccc(NC(=O)Nc2ccc3c(c2)C(=O)N([C@@H](C)CO)C[C@H](C)[C@@H](CN(C)C(=O)Nc2ccc(C(F)(F)F)cc2)O3)cc1	38.6
C[C@H](CO)N1C[C@H](C)[C@H](CN(C)C(=O)Nc2ccc(C(F)(F)F)cc2)Oc2c(NS(=O)(=O)c3cn(C)cn3)cccc2C1=O	-1.2
COc1ccc(S(=O)(=O)Nc2ccc3c(c2)C(=O)N([C@H](C)CO)C[C@H](C)[C@@H](CN(C)CC2CC2)OCCCC[C@@H](C)O3)cc1	17.9
Cc1ccc(S(=O)(=O)N(C)C[C@H]2Oc3ccc(NC(=O)NC(C)C)cc3C(=O)N([C@H](C)CO)C[C@@H]2C)cc1	4.0
CC(C)=CCc1c(O[C@@H]2O[C@H](CO)[C@@H](O)[C@H](O)[C@H]2O)cc(O)c2c1O[C@H](c1ccc(O)cc1)[C@@H](O)C2=O	-10.1
Cc1ccc(N/C(=N/C(N)=S)c2ccccc2)cc1	14.5
Cc1noc(C)c1NC(=O)N(C)C[C@H]1OCCCC[C@@H](C)Oc2ccc(NC(=O)c3ccncc3)cc2C(=O)N([C@H](C)CO)C[C@@H]1C	-0.7

(cont.)
SMILES	U2OS ROS induce
O=C(Nc1ccccc1C(=O)NCc1ccccc1)c1ccccc1	1.5
C[C@H]1CN([C@@H](C)CO)C(=O)c2cccc(NS(C)(=O)=O)c2O[C@H]1CN(C)S(=O)(=O)c1cn(C)cn1	-12.7
C[C@@H]1CN([C@H](C)CO)C(=O)CCCn2cc(nn2)CO[C@H]1CN(C)S(=O)(=O)c1cccc(C#N)c1	-3.8
C[C@@H]1CN([C@@H](C)CO)C(=O)c2cc(NC(=O)CCN3CCOCC3)ccc2O[C@@H]1CN(C)Cc1ccc(C(=O)Nc2ccccc2N)cc1	1.5
Cc1nc(-c2ccncc2)nc(NCCNc2ccc(C(F)(F)F)cn2)c1Cl	31.0
COc1ccc(C(=O)N2CCc3ccccc32)cc1OC	14.4
Cc1cc(C(=O)Nc2cccc3c2O[C@@H](CN(C)C(=O)Nc2c(C)noc2C)[C@H](C)CN([C@H](C)CO)C3=O)n(C)n1	-9.2
C[C@H]1CN([C@@H](C)CO)C(=O)c2cccc(NC(=O)C3CCCCC3)c2O[C@@H]1CN(C)CC1CCCCC1	19.9
CCC1c2[nH]c3ccccc3c2CCN1C(=O)c1ccc(Cl)cc1 (stereo not drawn)	22.6
C/C(=C/CC[C@@H](CO)[C@H]1CC[C@@]2(C)[C@@H]3CC[C@H]4C(C)(C)[C@@H](O[C@@H]5O[C@H](CO)[C@@H](O)[C@H](O)[C@H]5O)C[C@H](O)[C@@]45C[C@@]35CC[C@]12C)CO	-10.9

Next section.
SMILES	U2OS ROS induce
C[C@H](O)C1=CC2(CC[C@@H]3C(C(=O)O)=CO[C@@H](O[C@@H]4O[C@H](CO)[C@@H](O)[C@H](O)[C@H]4O)[C@@H]32)OC1=O (stereo partly drawn)	-8.3
Cc1noc(C)c1NC(=O)Nc1ccc2c(c1)C(=O)N([C@@H](C)CO)C[C@H](C)[C@@H](CN(C)C(=O)NC(C)C)O2	-11.0
CN(C)/N=C(\NO)c1c(F)cccc1Cl	-7.6
C[C@H]1CN([C@@H](C)CO)C(=O)CCCn2nncc2CO[C@H]1CN(C)S(=O)(=O)c1ccccc1	15.4
COc1ccc(CN(C)C[C@H]2Oc3ccc(NC(=O)CCN4CCOCC4)cc3C(=O)N([C@@H](C)CO)C[C@@H]2C)cc1	-14.9
C[C@@H]1CN([C@H](C)CO)C(=O)c2cccc(NC(=O)Nc3ccc(F)cc3)c2O[C@H]1CN(C)C	-4.4
C[C@@H]1CN([C@H](C)CO)C(=O)c2cc(NS(=O)(=O)c3cn(C)cn3)ccc2O[C@H]1CN(C)C(=O)Nc1ccccc1	-3.0
C[C@@H]1CN([C@@H](C)CO)C(=O)c2cccc(NC(=O)Nc3ccc4c(c3)OCO4)c2O[C@H]1CN(C)S(=O)(=O)c1ccccc1	-5.4
C[C@@H]1CN([C@H](C)CO)C(=O)c2cccc(NC(=O)C3CCCCC3)c2O[C@@H]1CN(C)S(=O)(=O)c1ccc(F)cc1	-4.4
CN(C)CCCc1cc(C(=O)Nc2ccc(-c3ccncc3)cc2)ccc1O	-3.8

Later entries.
SMILES	U2OS ROS induce
C[C@H](CO)N1C[C@H](C)[C@H](CN(C)Cc2ccc3c(c2)OCO3)Oc2ccc(NC(=O)CCN3CCOCC3)cc2C1=O	-11.5
Cc1ccc(S(=O)(=O)NCc2csc(-c3ccccc3)n2)c(C)c1	-10.5
CS(=O)(=O)N(CC(=O)Nc1ccccc1-c1ccccc1)c1ccccc1Cl	-7.9
O=C(NC1CCCCC1)c1cc(-c2ccccc2)nc2ccccc12	31.1
O=C(COc1ccc2ccccc2c1)Nc1cccc(NC(=O)c2ccc(Cl)cc2Cl)c1	7.8
N#Cc1cc(Cc2ccc(N)c(C#N)c2)ccc1N	22.0
O=C1O[C@H](c2ccccc2)[C@H](c2ccccc2)N2[C@H]1[C@@H](C(=O)N1CCN(c3ncccn3)CC1)[C@]1(C(=O)Nc3ccc(C#CC4(O)CCCCCC4)cc31)[C@H]2c1ccc(OCCO)cc1	24.7
C[C@H]1CN([C@@H](C)CO)C(=O)c2cc(NC(=O)Cc3cn(C)c4ccccc34)ccc2O[C@H]1CN(C)Cc1ccc(C(=O)O)cc1	-7.7
CCOC(=O)C(C)Sc1nc(-c2cccs2)ccc1C#N (stereo not drawn)	71.5
CNC(=O)CN(c1ccccc1C)S(=O)(=O)c1ccc(C)cc1	-2.0

3 structures out of the list, arranged by count of non-hydrogen atoms, largest number first.
SMILES	U2OS ROS induce
C[C@H]1CN([C@@H](C)CO)C(=O)c2cc(NC(=O)Cc3cn(C)c4ccccc34)ccc2O[C@H]1CN(C)Cc1ccc(C(=O)O)cc1	-7.7
O=C(COc1ccc2ccccc2c1)Nc1cccc(NC(=O)c2ccc(Cl)cc2Cl)c1	7.8
CNC(=O)CN(c1ccccc1C)S(=O)(=O)c1ccc(C)cc1	-2.0

New compounds follow
SMILES	U2OS ROS induce
COC(=O)CCCCCCC(=O)N/N=C/c1cccs1	-5.8
C[C@@H]1CN([C@H](C)CO)C(=O)c2cc(NC(=O)Cc3ccccc3)ccc2O[C@H]1CN(C)CC1CC1	-7.7
Cc1cc(C)nc(S/C=C/C(=O)c2ccc(Cl)cc2)n1	-0.4
O=C(N/N=C/c1ccc(N(c2ccccc2)c2ccccc2)cc1)c1ccccc1O	-9.7
O=[N+]([O-])c1cc(C(F)(F)F)ccc1NCCNS(=O)(=O)c1ccc(Br)cc1	11.9
COc1ccc(CN(C)C[C@H]2Oc3c(NC(=O)Nc4ccccc4)cccc3C(=O)N([C@@H](C)CO)C[C@H]2C)cc1	4.0
C[C@@H]1CN([C@@H](C)CO)C(=O)Cc2cc(NS(=O)(=O)c3ccccc3)ccc2O[C@@H]1CN(C)Cc1ccc(-c2ccccc2)cc1	54.9
Cc1c(C)c(C)c(S(=O)(=O)N2CC(C)CC(C)C2)c(C)c1C (stereo not drawn)	-3.7
C[C@@H]1CN([C@H](C)CO)C(=O)Cc2cc(NC(=O)C3CC3)ccc2O[C@H]1CN(C)S(=O)(=O)c1ccccc1	-8.3
Cc1ccc(S(=O)(=O)N(C)C[C@H]2Oc3c(NS(=O)(=O)c4ccc(F)cc4)cccc3C(=O)N([C@@H](C)CO)C[C@H]2C)cc1	4.4

The list continues.
SMILES	U2OS ROS induce
C=CCNC(=O)CSc1ncc2c(n1)-c1c(csc1SC)CC2	-5.9
C[C@@H]1CN([C@@H](C)CO)C(=O)c2cc(NC(=O)Nc3cccc4ccccc34)ccc2O[C@H]1CN(C)Cc1ccc(Oc2ccccc2)cc1	35.4
C[C@H]1CN([C@@H](C)CO)C(=O)Cc2cc(NC(=O)CCN3CCOCC3)ccc2O[C@@H]1CN(C)CC1CCCCC1	-5.0
CCc1ccccc1OCC(=O)Nc1ccc(S(N)(=O)=O)cc1	-5.1
C[C@@H]1CN([C@H](C)CO)C(=O)c2cc(NS(=O)(=O)c3ccc(F)cc3)ccc2O[C@@H]1CN(C)Cc1ccc(-c2ccccc2)cc1	21.5
Cc1cc(C)cc(NC(=O)C(C)Oc2ccccc2)c1 (stereo not drawn)	-9.4
COc1cc(S(=O)(=O)n2nc(C)cc2C)c(OC)cc1Cl	8.2
CN(C(=O)Cn1nc(Cc2cccnc2)c2ccccc2c1=O)C1CCCCC1	-7.3
C[C@H]1CN([C@@H](C)CO)C(=O)c2cc(NS(=O)(=O)c3ccc(F)cc3)ccc2O[C@@H]1CN(C)C(=O)Nc1ccc2c(c1)OCO2	-11.4
C[C@H]1CN([C@@H](C)CO)C(=O)c2cc(NS(=O)(=O)c3cn(C)cn3)ccc2O[C@H]1CN(C)S(=O)(=O)c1cccs1	1.3

Next section:
SMILES	U2OS ROS induce
CCOC(=O)CC(Nc1nc(N2CCOCC2)nc(N2CCOCC2)n1)c1ccc(C)cc1 (stereo not drawn)	0.9
C[C@H](CO)N1C[C@H](C)[C@@H](CN(C)C)Oc2c(NS(C)(=O)=O)cccc2C1=O	-2.3
N#CC1=C(SCC(=O)c2ccc(F)cc2)NC2(CCCC2)C(C#N)C1=O (stereo not drawn)	?
CCc1cccc(C)c1NC(=O)CSc1nnc(-c2ccc(OC)cc2)n1C	-1.6
COc1ccc(C2OC(=O)c3ccccc3S2)cc1 (stereo not drawn)	4.1
CCOC(=O)CCSc1n[nH]c(=S)s1	8.2
COC(=O)c1c(NC(=S)Nc2ccc(S(=O)(=O)NC34CC5CC(CC(C5)C3)C4)cc2)sc(C(=O)N(C)C)c1C	-0.9
CS(=O)(=O)Nc1ccc(C(=O)NCc2ccccn2)cc1	-3.7
Cc1ccc(-c2nn(CCC(=O)O)cc2/C=C2\SC(N)=NC2=O)cc1	0.8
CC(=O)Nc1ccc(NC(=O)CC(c2ccccc2)c2ccccc2)cc1	-10.4

Other compounds.
SMILES	U2OS ROS induce
COc1ccc(CCN2CC(C(=O)NCc3ccc(F)cc3)CC2=O)cc1OC (stereo not drawn)	-8.7
C[C@@H]1CN([C@H](C)CO)C(=O)c2cc(NS(=O)(=O)c3ccc(F)cc3)ccc2O[C@H]1CN(C)Cc1ccc2c(c1)OCO2	8.0
CCc1nc2c(cnn2-c2ccccc2)c(=O)n1CCc1ccccc1	?
CC(C)NC(=O)N(C)C[C@H]1Oc2c(NC(=O)NC3CCCCC3)cccc2C(=O)N([C@@H](C)CO)C[C@H]1C	44.8
C[C@@H]1CN([C@H](C)CO)C(=O)c2cc(NS(=O)(=O)c3ccc(Cl)cc3)ccc2O[C@H]1CN(C)C(=O)NC1CCCCC1	7.8
CS/C(Nc1cccc(Cl)c1Cl)=C(/C#N)C(=O)c1cccs1	-11.9
Cc1cccc(C(=O)Nc2ccc(NC(=O)c3cccs3)cc2)c1	0.4
COc1cc(/C=C2\Oc3cc(O)cc(O)c3C2=O)ccc1O	-3.1
C[C@@H]1CN([C@H](C)CO)C(=O)c2cccc(NC(=O)c3cnccn3)c2O[C@@H]1CN(C)Cc1ccc(Oc2ccccc2)cc1	7.5
C[C@@H]1CN([C@H](C)CO)C(=O)Cc2cc(NS(=O)(=O)c3ccc(Cl)cc3)ccc2O[C@@H]1CN(C)CC1CC1	-2.0

Carrying on:
SMILES	U2OS ROS induce
COc1cccc(NC(=O)C(C)NS(=O)(=O)c2ccc(Br)cc2)c1 (stereo not drawn)	10.3
O=C(C1=C[C@@H](c2ccc3c(c2)Cc2ccccc2-3)C[C@@H](OCc2ccc(CO)cc2)O1)N1CCN(Cc2ccc3c(c2)OCO3)CC1	29.5
COCCOC(=O)N1C(=O)[C@@]2(c3cc(C#CC4=CCCCC4)ccc31)[C@H](c1ccc(O)cc1)N1[C@H](c3ccccc3)[C@H](c3ccccc3)OC(=O)[C@H]1[C@@H]2C(=O)NC[C@H](O)c1ccccc1	14.3
CC(C)(C)N(CCO)C(=O)CN1C(=O)/C(=C/c2cccc(Br)c2)SC1=S	29.7
COC(=O)c1cc2occc2n1Cc1ccccc1	-5.1
COc1ccc(CN(C)C[C@H]2Oc3ccc(NC(=O)NC(C)C)cc3C(=O)N([C@H](C)CO)C[C@@H]2C)cc1	19.3
COc1ccc(NC(=O)CSc2nc3c(c(C(F)(F)F)n2)CCCC3)c([N+](=O)[O-])c1	-25.6
CNC[C@H]1Oc2ccc(NS(=O)(=O)c3cn(C)cn3)cc2CC(=O)N([C@H](C)CO)C[C@H]1C	-3.9
CN(C(=O)CS(=O)(=O)c1cn(CC(=O)N2CCOCC2)c2ccccc12)c1ccccc1	-2.8
O=c1oc2ccc3ccccc3c2cc1-c1nn(-c2ccccc2)cc1/C=N/O	22.2
c1ccc2[nH]c(NCCN3CCOCC3)nc2c1	-13.8

Exported as labelled records: 4 of the compounds above.
COc1ccc(CN(C)C[C@H]2Oc3ccc(NC(=O)NC(C)C)cc3C(=O)N([C@H](C)CO)C[C@@H]2C)cc1
  U2OS ROS induce: 19.3

COc1ccc(NC(=O)CSc2nc3c(c(C(F)(F)F)n2)CCCC3)c([N+](=O)[O-])c1
  U2OS ROS induce: -25.6

CNC[C@H]1Oc2ccc(NS(=O)(=O)c3cn(C)cn3)cc2CC(=O)N([C@H](C)CO)C[C@H]1C
  U2OS ROS induce: -3.9

CN(C(=O)CS(=O)(=O)c1cn(CC(=O)N2CCOCC2)c2ccccc12)c1ccccc1
  U2OS ROS induce: -2.8
